# Screening results deposited in PubChem by several laboratories.
# Diaphorase inh: inhibits diaphorase or chemically oxidizes, flagging diaphorase assay artifacts; AID 1217; 0.69% of 190,000 active; inhibition, % at 20 µM; diaphorase resazurin-to-resorufin fluorescence, NADH, 16 min; bacterial (C. kluyveri) enzyme, not human;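 active = primary screen inhibition at 20 µM above a set limit, cut at about 50% in these data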;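 also: plate controls were DMSO with full reaction for no effect and wells lacking NADH for full effect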
#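 controls = No-NADH positive control and DMSO neutral control | system = Clostridium kluyveri diaphorase enzyme | timing = reaction incubation of 16 min at room temperature | signal = resorufin fluorescence 544/590 nm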
# PMI act: phosphomannose isomerase (human) activation. P34949. purified human PMI, coupled resazurin fluorescence, 20 min; active compounds read high; 1 = vehicle control, 0 substrate-free wells. activation factor at 20 µM. 0.005% of 190,000 active. AID 1214;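 active = activation factor of 2 or more at 20 µM, relative to plate controls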
# Target sequence (P34949 whole entry, looked up): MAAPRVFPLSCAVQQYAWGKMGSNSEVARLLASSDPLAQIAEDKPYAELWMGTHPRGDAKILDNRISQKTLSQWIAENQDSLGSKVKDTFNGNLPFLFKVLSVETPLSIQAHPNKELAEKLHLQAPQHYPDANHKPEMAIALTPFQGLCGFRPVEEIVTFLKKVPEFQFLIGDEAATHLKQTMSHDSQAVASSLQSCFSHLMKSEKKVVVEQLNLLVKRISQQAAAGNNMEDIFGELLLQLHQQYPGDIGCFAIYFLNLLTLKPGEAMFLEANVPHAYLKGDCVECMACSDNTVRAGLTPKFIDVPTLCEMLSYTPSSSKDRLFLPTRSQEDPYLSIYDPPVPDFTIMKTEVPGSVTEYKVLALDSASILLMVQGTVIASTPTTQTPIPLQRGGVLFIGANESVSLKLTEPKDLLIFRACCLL
# Hsp70 act: Hsp70 transcriptional activation, primary screen | AID 1203 | activation, % at 10 µM | 0.04% of 200,000 active | HeLa Hsp70 promoter luciferase reporter, luminescence; scaled: vehicle 0, proteasome-inhibitor control 100%;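 active = activation above the mean across all tested compounds plus 3 SD, cutoff set per campaign, cut at about 5.5% in these data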;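 also: 100% = MG132 at 30 µM as the positive control and 0% = DMSO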
# Diaphorase act: activates diaphorase or chemically reduces, flagging diaphorase assay artifacts. Diaphorase/resazurin coupled assay, resorufin fluorescence, 16 min; active compounds read high; 1 = vehicle wells, 0 = NADH-free wells. AID 1229. 0.005% of 190,000 active. activation factor at 20 µM;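 active = diaphorase activity raised at least twofold by the compound at 20 µM; inactive = activation factor below 2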
#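 Measured by – red resorufin fluorescence at 544/590 nm excitation/emission · Test system – Clostridium kluyveri diaphorase, purified enzyme · Incubation – reaction time 16 min, room temperature · Buffer or medium – 50 mM HEPES pH 7.4 with 4.542 mM MgCl2, 0.005% Tween 20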
# PMI act satM6P: PMI (human) activation, high substrate; coupled PMI enzyme assay, resazurin fluorescence, 20 min; active compounds read high; 1 = untreated enzyme, 0 = substrate-free blank; P34949; activation factor at 20 µM; 0.34% of 190,000 active;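 active = activation factor of 2 or more at 20 µM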
#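 Test system: human phosphomannose isomerase with PGI, G6PDH, diaphorase coupling enzymes / Doses: 20 µM compound, 1% DMSO / Times: enzyme reaction with compound 20 min at room temperature / Measured by: Diaphorase-driven resazurin-to-resorufin fluorescence, excitation 544, emission 590 nm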
# S1P3 antag: blocks the human S1P3 receptor. Q99500. CHO S1P3 NFAT-BLA reporter, FRET fluorescence, antagonist mode. inhibition, % at 4.98 µM. 0.27% of 170,000 active;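 active = inhibition above the plate cutoff, the mean inhibition of test wells on that plate plus 3 SD, cut at about 28% in these data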;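 also: cells challenged with S1P at its EC80 of 0.8 µM; blue over green emission ratio from cleaved BLA substrate after 4 h stimulation; 0% = S1P-stimulated wells and 100% = unstimulated DMSO-only wells; some compounds past the cut are filed as inactive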
# Target sequence (Q99500 whole entry, looked up): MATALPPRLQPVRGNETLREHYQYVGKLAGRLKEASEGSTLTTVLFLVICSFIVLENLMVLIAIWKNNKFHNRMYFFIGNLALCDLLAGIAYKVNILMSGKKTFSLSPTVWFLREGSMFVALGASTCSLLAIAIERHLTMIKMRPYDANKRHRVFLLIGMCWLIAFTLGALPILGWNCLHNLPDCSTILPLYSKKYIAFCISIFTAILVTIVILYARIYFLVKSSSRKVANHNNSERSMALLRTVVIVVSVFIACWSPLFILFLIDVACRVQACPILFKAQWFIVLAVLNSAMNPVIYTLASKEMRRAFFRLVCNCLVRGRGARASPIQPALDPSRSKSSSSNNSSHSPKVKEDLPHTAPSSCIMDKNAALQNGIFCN
# TLR4-MyD88 BLA: blocks binding of human TLR4 to MyD88; O00206+Q99836; HeLa CL3-4 TLR4/MyD88 BLA complementation, FRET ratio; inhibition, % at 8.4 µM; 0.18% of 200,000 active; AID 861; in the data active = inhibition above about 25%;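 also: 0% = vehicle and 100% = reference inhibitor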
# Redox H2O2 prof: compounds producing H2O2 with reducing agent – biochemical, NIH compound library profiling, artefact control for MLSCN library redox annotation, primary screen; DTT-dependent redox cycling H2O2, phenol red/HRP absorbance; 100% = 100 µM peroxide control, 0% = buffer; activation, % at 10 µM; 0.03% of 200,000 active;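 active = activation of at least 50% relative to the plate's high and low controls in the primary single-dose screen; inactive = activation below 50%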;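 also: compound incubated with DTT at 0.8 mM final as the reducing agent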
# RAM inhibit: yeast RAM network inhibition; S. cerevisiae dse1pr::URA3 reporter, 5-FOA growth OD615, 2 d; analog-sensitive cbk1-as2 kinase mutant strain; inhibition, % at 50 µM; 1.8% of 190,000 active; AID 868;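 active = inhibition above a set limit, 3 SD over mean compound inhibition, cut at about 8.4% in these data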;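 also: 0% = DMSO-only wells with no growth and 100% = 10 µM 1-NA-PP1 full growth; inhibition rescues growth on 5-FOA so higher OD means more RAM inhibition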
# G6PDH CS: inhibits Leuconostoc G6PDH, flagging false hits in G6PDH-based assays. 0.12% of 200,000 active. Purified L. mesenteroides G6PDH, diaphorase/resazurin coupled fluorescence, 45 min. inhibition, % at 5 µM
# Lmaj promast: reduces viability of Leishmania major promastigotes. resazurin fluorescence viability. inhibition, % at 10 µM. 9% of 200,000 active. AID 1063;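 also: promastigotes grown with compound for 44 hours at 28 °C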
# An asterisk follows results filed as active; / = no result given. Rule as the data show it, unless noted: active = inhibition above about 50%; inactive = the rest. No enrichment for hits; 12% or so of the library scored in one or more.
no.	canonical_smiles	Diaphorase inh	PMI act	Hsp70 act	Diaphorase act	PMI act satM6P	S1P3 antag	TLR4-MyD88 BLA	Redox H2O2 prof	RAM inhibit	G6PDH CS	Lmaj promast
1	Cc1ccc(O)c(C(=O)/C=C/c2ccc3c(c2)OCCO3)c1	17	1	0.1	0.8	1	-4	-8	0.2	5.9	2	18
2	CC(C)Cn1c(N)c(C(=O)COC(=O)c2cc(C(F)(F)F)nc3ccccc23)c(=O)n(C)c1=O	31	0.8	-0.2	0.7	0.8	2	-5	0.8	4.6	19	17
3	Cn1nnnc1SCC1=C(C(=O)O)N2C(=O)C(NC(=O)Cn3nc(C(F)F)cc3C3CC3)C2SC1 (stereo unspecified)	5	0.9	-0.1	1	0.9	-14	0	-0.4	1.2	4	-1
4	CCc1ccc(NS(=O)(=O)c2ccc3[nH]cc(C(=O)N(C)Cc4ccco4)c(=O)c3c2)cc1	12	0.9	-0.3	0.9	1	/	0	-4.8	0.4	-1	-14
5	COc1ccc2cc(-c3[nH]ncc3CN3CCCCO3)ccc2c1	11	0.9	-0.2	0.9	0.9	-12	-9	-1.1	1.5	10	14
6	COCCNC(=O)CN(Cc1ccc(Cl)cc1)S(C)(=O)=O	10	1	0.2	0.9	1	/	-5	0.0	0.2	0	-3
7	CN(C)C(=O)C(=O)c1c(-c2ccccc2)cc2ccccn12	8	0.9	0.4	0.9	0.9	/	-13	-0.6	1.6	16	-1
8	CS(=O)(=O)N(CC(=O)N/N=C/c1cc([N+](=O)[O-])ccc1Cl)c1ccccc1	9	1	-0.2	0.9	1	/	-3	0.3	5.8	0	13
9	Cc1onc(-c2ccccc2Cl)c1C(=O)Nc1ccc(S(=O)(=O)Nc2nccs2)cc1	12	1	-0.4	0.9	1	-18	17	-0.8	1.1	6	0
10	CCNC(=O)CSc1nnc(C2CC2)n1-c1ccccc1	7	1	-0.5	0.9	1	/	12	-3.5	-0.7	-3	-2
11	COC(=O)c1cc(Br)c(=O)n(-c2ccccn2)c1	13	1.1	0.1	0.9	1	-2	3	-0.1	1.1	17	-4
12	CCOc1ccccc1C(=O)N(CCC(=O)OC)c1ccccn1	3	0.9	-0.1	1	1	-3	2	0.1	0.6	8	-2
13	C=CCNC(=O)C1CCCN(S(C)(=O)=O)C1 (stereo unspecified)	2	1	-0.3	1	1	-80	-7	2.4	2.1	-2	-4
14	CCc1ccc(NC(=O)C2CC(=O)Nc3ncnn32)cc1 (stereo unspecified)	-10	1.1	-0.1	1.1	1.1	0	12	-0.1	0.4	12	-6
15	COc1ccc(NC(=S)N(CCc2c(C)[nH]c3ccc(C)cc23)Cc2cccs2)cc1	15	0.9	-0.3	0.9	0.9	4	14	0.3	2.5	1	54*
16	O=C(COc1c(Br)cc(Br)c2cccnc12)N1CCCCC1	34	0.8	-0.5	0.7	0.7	-16	-11	-2.0	-1.1	4	5
17	Nc1nc(-c2ccc3ccccc3c2)cs1	8	1	0.2	0.9	1	5	4	-0.6	0.0	1	4
18	O=C(Nc1ccc(S(=O)(=O)Nc2ncccn2)cc1)c1ccc(Br)o1	4	1.1	0.3	1	1	-6	-18	-1.9	7.1	3	-6
19	C=CCc1c(C)nc(SC)nc1Nc1ccc(C)cc1	18	0.8	-0.6	0.8	0.9	/	0	-0.2	2.3	5	97*
20	COc1cc(/C=C(\C#N)c2ccccn2)ccc1OCc1ccccc1Cl	28	0.9	-0.3	0.7	0.9	-12	0	3.5	9.7*	-27	3
21	Cc1ccc(/C(N)=N/OC(=O)CCc2ccccc2)cc1	22	0.8	0.2	0.8	0.9	/	6	2.1	0.1	-1	-6
22	O=c1[nH]ncc(N/N=C\c2ccc(O)cc2O)c1Cl	9	0.8	-0.4	0.9	0.8	-33	-11	-1.1	2.0	-3	17
23	Cc1nonc1NCn1nnc2ccccc21	8	0.9	-0.1	0.9	0.9	/	-8	2.0	1.9	3	-2
24	COc1ccc(C(=O)COC(=O)c2ccc(NC(C)=O)cc2)cc1[N+](=O)[O-]	20	0.9	0.0	0.8	0.9	/	-3	-4.0	2.2	1	-6
25	CSc1nnc(-c2sccc2-n2cccc2)o1	4	1.1	0.0	1	1.3	-14	-11	1.2	1.4	2	-4
26	Cn1nc([N+](=O)[O-])c(C(C#N)c2nc3ccccc3n2C)c(Cl)c1=O (stereo unspecified)	27	0.9	-0.2	0.7	0.8	4	12	0.1	2.5	-4	0
27	Cc1nn(CC#N)c(=O)n1-c1cccc(F)c1	6	1	0.1	0.9	1	/	0	0.1	-1.6	-15	-3
28	CC(C)(C)NC(=O)CSCc1ccc(Br)cc1	5	1.1	0.2	0.9	1	-9	7	-0.9	1.4	11	-2
29	COCCNC(=O)CN1CCCCCC1	-1	1	0.1	1	1.1	-1	-14	-0.5	-1.3	12	-10
30	CCOc1ccccc1C(=O)NCC(=O)OCC(=O)c1ccc2c(c1)OCCO2	-5	1	-0.1	1.1	1.1	-21	-8	0.9	4.5	-6	-9
31	COc1ccc(CC(NC(C)=O)C(=O)NC2CCN(C(=O)NCc3ccccc3)CC2)cc1OC (stereo unspecified)	6	1	-0.2	0.9	1	-13	11	2.2	0.9	9	-5
32	C=CCn1c(O)c(C=Nc2ccccc2)sc1=S	20	0.9	-0.4	0.8	0.9	-1	-7	0.1	4.1	9	-1
33	COc1cc(C(=O)N(Cc2ccccn2)CC2CCCO2)cc(OC)c1OC (stereo unspecified)	13	0.9	0.0	0.9	1	/	11	0.5	2.4	2	2
34	Cc1cccc(C)c1NC(=S)NCCc1ccccn1	8	1	-0.6	0.9	1	-3	-11	-0.1	1.2	15	19
35	Cc1ccc(NC(=O)CN(C)C(=O)CSc2n[nH]c(N)n2)cc1	14	0.9	0.1	0.9	1	/	8	-4.8	2.3	2	-5
36	COc1cccc(C(=O)N/N=C/c2ccc(OC3CSC3)cc2)c1	12	1	0.1	0.9	1	/	1	0.1	1.8	-5	-3
37	CCOC(=O)C1CCCN(S(=O)(=O)c2cccc3cccnc23)C1 (stereo unspecified)	-10	1.1	-0.3	1.1	1.1	-2	-8	1.5	-0.7	14	-5
38	Cc1cc(C(=O)OCC(=O)NCc2ccco2)c(C)o1	-10	1.2	-0.1	1.1	1.1	-13	10	-0.1	0.0	6	-3
39	COc1ccc(N2CCN(c3nc(Cl)nc(N4CCOCC4)n3)CC2)cc1	4	1	0.0	1	0.9	/	1	1.2	1.0	6	4
40	COc1ccc(-c2c(C(F)(F)F)oc3cc(OCC(=O)Nc4ccccc4C(F)(F)F)ccc3c2=O)cc1OC	16	1	-0.4	0.8	0.9	3	-1	0.1	0.9	4	1
41	O=C(Nc1cccc2ncccc12)c1cc2ccccc2o1	11	1	-0.2	0.9	1	18	-11	-0.6	1.3	5	14
42	Cc1csc(SCC(=O)NC23CC4CC(CC(C4)C2)C3)n1	8	1	-0.4	0.9	1	/	-8	-0.3	0.4	-4	0
43	N#C/C(=C\c1c(N2CCOCC2)nc2ccccn2c1=O)S(=O)(=O)c1ccccc1	17	0.9	0.1	0.8	1	/	6	-0.2	1.4	-3	-5
44	Cc1cccc2c(Cl)cc(=O)[nH]c12	4	1	-0.1	1	1.1	/	-3	1.5	0.5	0	-5
45	CCC(COC)NCc1cn(-c2ccc(F)cc2F)nc1-c1ccccc1C (stereo unspecified)	13	0.9	-0.3	0.9	1	1	13	-0.6	1.5	15	15
46	CC1CCN(c2nc3c(cc2C#N)COC(C)(C)C3)CC1	13	0.9	-0.1	0.9	0.9	-7	1	0.2	0.0	12	-6
47	COc1ccc(NC(=O)c2sc(N3CCOCC3)nc2-c2ccccc2)c(OC)c1	5	0.9	-0.5	0.9	1	-1	2	0.7	-0.4	-5	43
48	COC(=O)COc1c(Cl)cc(Cl)c2ccc(C)nc12	0	1.1	-0.3	1	0.9	2	6	0.0	-0.5	5	-8
49	COc1ccccc1NC(=O)CCn1c(=O)sc2ccccc21	18	1	-0.1	0.8	1	/	3	2.1	1.0	9	-2
50	COc1ccc(NS(=O)(=O)c2ccc(NS(C)(=O)=O)cc2)cc1	24	0.9	0.2	0.8	1	13	4	-0.5	0.5	1	0

# Reformatted with two lines to a compound: entries from further up.
# Values run as follows: Diaphorase inh, PMI act, Hsp70 act, Diaphorase act, PMI act satM6P, S1P3 antag, TLR4-MyD88 BLA, Redox H2O2 prof, RAM inhibit, G6PDH CS, Lmaj promast
32: C=CCn1c(O)c(C=Nc2ccccc2)sc1=S
  20, 0.9, -0.4, 0.8, 0.9, -1, -7, 0.1, 4.1, 9, -1
33: COc1cc(C(=O)N(Cc2ccccn2)CC2CCCO2)cc(OC)c1OC (stereo unspecified)
  13, 0.9, 0.0, 0.9, 1, /, 11, 0.5, 2.4, 2, 2

# Next part
no.	canonical_smiles	Diaphorase inh	PMI act	Hsp70 act	Diaphorase act	PMI act satM6P	S1P3 antag	TLR4-MyD88 BLA	Redox H2O2 prof	RAM inhibit	G6PDH CS	Lmaj promast
51	COc1ccc(NC(=S)NCc2ccc(S(N)(=O)=O)cc2)cc1OC	10	1	-0.1	0.9	0.8	-7	6	0.2	3.2	7	1
52	CN(C)c1oc(-c2ccccc2Cl)nc1C#N	12	0.9	-0.3	0.9	0.9	2	-9	0.5	1.6	3	2
53	CCOC(=O)N1CCN(C(=O)c2ccc(Oc3ccc([N+](=O)[O-])cc3)cc2)CC1	-5	1.1	0.0	1.1	1	-5	-5	-1.2	-0.7	7	-3
54	CC(=O)N1CCc2cc(S(=O)(=O)NCCCOC(C)C)ccc21	-4	1.1	-0.3	1	1.1	/	0	-0.1	1.8	11	-1
55	Clc1ccc(-c2nnc(SCc3nc4ccccc4s3)o2)cc1	16	0.8	-0.2	0.8	0.9	2	-6	0.1	4.8	-18	-4
56	O=C(c1nnc(-c2ccncc2)o1)c1ccccc1Cl	11	1	-0.3	0.9	1	0	-13	7.2	1.2	4	-5
57	CCCCn1c(N)c(N(CCC(C)C)C(=O)CSc2nnc(C)s2)c(=O)[nH]c1=O	12	1	-0.3	0.9	1	4	4	2.0	-0.3	-8	-3
58	Cc1ccccc1C(=O)NNC(=O)Cc1ccccc1	2	1.1	0.0	1	1.1	/	9	-3.6	2.2	5	3
59	CC(=O)c1ccc(NC(=O)Nc2ccc([N+](=O)[O-])cc2C)cc1	7	0.9	-0.4	0.9	1	4	-6	1.6	6.0	-30	-2
60	CC(=O)c1cn(-c2ccc(Cl)cc2)c(=O)n(Cc2ccc(F)cc2)c1=O	28	0.9	-0.4	0.7	0.9	-8	9	-1.3	4.3	5	2
